NR2E3 ag-1: activates human photoreceptor nuclear receptor NR2E3; Q9Y5X4; GST-NR2E3/biotin-RetCOR TR-FRET, 1536-well; inhibition of corepressor binding, % at 4.78 µM; 320,000 tested, 0.12% active; AID 2300;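 active means percent inhibition above the cutoff of mean plus 3 SD of all tested compounds, set per screening campaign, cut at about 20% in these data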;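 further: 0% = DMSO wells and 100% = biotin wells as full block of FRET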
Target sequence (Q9Y5X4 whole entry, looked up): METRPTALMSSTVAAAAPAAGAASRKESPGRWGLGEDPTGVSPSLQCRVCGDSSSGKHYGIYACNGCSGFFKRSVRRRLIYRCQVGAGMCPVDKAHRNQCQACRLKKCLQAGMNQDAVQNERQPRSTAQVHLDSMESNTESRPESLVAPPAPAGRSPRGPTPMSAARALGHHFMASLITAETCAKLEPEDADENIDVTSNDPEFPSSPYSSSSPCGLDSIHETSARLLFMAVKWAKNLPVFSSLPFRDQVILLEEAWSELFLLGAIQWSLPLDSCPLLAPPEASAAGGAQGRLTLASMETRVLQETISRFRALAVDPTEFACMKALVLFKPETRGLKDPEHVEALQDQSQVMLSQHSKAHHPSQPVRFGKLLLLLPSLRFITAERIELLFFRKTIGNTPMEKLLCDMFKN
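System: GST-tagged NR2E3 plus biotinylated RetCOR corepressor; Amount: 1.35 nM GST-tagged NR2E3 final; Dosing: single nominal compound dose of 4.8 µM; Schedule: 5 h incubation at 4 °C; Technique: TR-FRET with europium anti-GST and streptavidin-D2, 340 nm excitation; Controls: biotin wells as high control, 0.6% DMSO wells as low control.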
TRPM1 prom inh: reduces MITF-dependent TRPM1 promoter luciferase signal; SK-MEL-5 TRPM1 promoter luciferase, 24 h; inhibition, % at 12.5 µM; 330,000 tested, 0.83% active; AID 488899;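 active means mean inhibition across replicates of 60% or more, whatever share of single replicates reaches that level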; further: values of inactives mirror those of a sister screen read the other way
hiPSC survival: enhancers of human iPSC single-cell survival; hiPSC single-cell survival, ATPlite luminescence; 100% = ROCK inhibitor wells, 0% = DMSO; survival enhancement, % at 20 µM; 360,000 tested, 0.044% active; AID 602274; in the data active means survival enhancement above about 18%;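 further: cells exposed to compounds for 16 hours before the ATP read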
CF NFkB block: blocks PAF-induced NF-kB reporter in cystic fibrosis cells. KKLEB NF-kB-GFP reporter, GFP fluorescence overnight. inhibition, % at 5 µM. 360,000 tested, 0.86% active. AID 588850;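 active means at least 50% inhibition at 5 µM, scaled per plate between neutral and stimulator controls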;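 further: PAF is a Pseudomonas aeruginosa culture filtrate used as stimulus; plate controls were PAF-stimulated DMSO wells for no effect and unstimulated DMSO wells for full effect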
TRAIL sens C8: caspase-8 TRAIL sensitization; NB7+C8 cells + TRAIL, ATPlite viability luminescence; inhibition (viability loss, TRAIL sensitization), % at 10 µM; 360,000 tested, 1% active;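 active means compounds causing at least 50% loss of cell viability in the single-dose screen, relative to plate controls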
KKLEB cytotox: counter-screen for CF NF-kB inhibitors: cytotoxicity; AID 602141; KKLEB CF airway cells viability, ATPlite luminescence, overnight; hits give low values; cells stimulated with P. aeruginosa culture filtrate; 360,000 tested, 0.36% active; activity change (cytotoxicity), % at 5 µM;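 active means corrected activity change at or below -50% at 5 µM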
Peg3 prom inh: Peg3 promoter activity inhibition; 360,000 tested, 1.7% active; inhibition, % at 20 µM; HeLa PEG-Prom luciferase reporter, luminescence, overnight;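 active means inhibition of at least 50% at 20 µM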
NR2E3 ag-2: agonists of human NR2E3 nuclear receptor | AID 602229 | Q9Y5X4 | inhibition of corepressor binding, % at 3.98 µM | 360,000 tested, 0.35% active | CHO-S Gal4-NCOR/VP16-NR2E3 two-hybrid, luciferase;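 active means inhibition above the mean of all tested compounds plus 3 SD, cut at about 70% in these data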;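 further: 0% = DMSO with NR2E3 transfected cells and 100% = cells lacking NR2E3 construct; higher means lower luciferase signal from less NR2E3 corepressor binding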
Shn3 3UTR inh: Schnurri-3 reporter inhibition in Clone20 osteoblasts; Clone20 osteoblast Shn3 3'UTR firefly luciferase, 24 h; inhibition, % at 12.5 µM; 360,000 tested, 0.52% active;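 active means mean inhibition of at least 75% with every replicate also reaching 75%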;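 further: 0% = median of neutral control wells and 100% = pilot-screen positive control compound; some compounds past the cut are filed as inactive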
HIF-2a block: HIF-2a inhibition; 786-0 RCC cells HIF-2a reporter, luciferase luminescence, overnight; AID 624352; inhibition, % at 18.8 µM; 360,000 tested, 0.72% active;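 active means inhibition of the luminescence signal of 40% or more relative to plate controls, in a single-dose primary screen at 18.75 µM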
LMP1 NFkB inh: Epstein-Barr LMP1 NF-kappaB reporter inhibition | LMP1-induced NF-kappaB luciferase reporter cells, luminescence | 350,000 tested, 0.69% active | inhibition, % at 12.5 µM | AID 504558; in the data active means inhibition above about 41%;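 further: 0% = neutral control wells and 100% = reference inhibitor control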
* marks the source's active call; other numbers are inactive results; x = not tested or not shown. Not all compounds are listed; rates above refer to the full screens.

SMILES	NR2E3 ag-1	TRPM1 prom inh	hiPSC survival	CF NFkB block	TRAIL sens C8	KKLEB cytotox	Peg3 prom inh	NR2E3 ag-2	Shn3 3UTR inh	HIF-2a block	LMP1 NFkB inh
O=C(NCc1ccccc1C(F)(F)F)c1cccc2c1C(=O)c1ccc(N3CCCCC3)cc1S2(=O)=O	x	-8	-2.6	1	32	-34	-10	16	-17	2	-8
COC(=O)c1ccccc1NC(=O)C1CC(=O)N(c2ccc(C)c(C)c2)C1 (configuration not stated)	4	-2	0.2	13	8	15	11	-7	-3	7	7
CSCCC(NC(=O)c1ccccc1Cl)C(=O)Nc1cccc(S(=O)(=O)N2CCCC2)c1 (configuration not stated)	1	-9	0.2	8	12	4	4	22	1	-2	-3
CN(C)C=NC(=O)c1cc(C(=O)c2ccccc2)c[nH]1	1	8	3.8	2	-6	3	-10	12	-3	12	-2
CCCSc1nnc(NC(=O)Nc2ccc(C)cc2)s1	0	-23	-0.5	17	-17	-5	-19	-18	-64	-54	5
O=C(Nc1ccc2c(c1)OCO2)NC1CCN(Cc2ccccc2)CC1	2	-15	-4.6	4	-5	-2	-46	-34	-3	-111	-2
Brc1ccc(-c2nnc(-c3ccco3)o2)cc1	-3	-79	1.9	-11	21	0	-295	-123	-73	-271	-25
COc1ccc(CCC(=O)Nc2ccc(Cl)c(S(=O)(=O)N3CCCC3)c2)cc1	0	16	-0.4	4	2	-5	-4	2	64	3	-1
O=C(O)c1ncn(Cc2ccc(Br)cc2)c1C(=O)O	0	-3	-1.0	6	-3	16	-3	-2	-10	14	-3
Cc1ccccc1N=C(N)Nc1ccccc1C	-1	3	-0.2	-22	-1	-24	-9	9	-9	11	-5
CC(C)(C)C1CCc2onc(C(=O)NCc3ccc(F)cc3)c2C1 (configuration not stated)	3	0	-1.1	1	10	-6	7	-13	-4	-3	6
Cc1ccc(S(=O)(=O)c2c(C)cc(C)nc2Oc2cccc(C)c2C)cc1	-1	5	-3.2	1	0	-5	30	-7	10	31	-5
Cc1ccccc1NC(=O)Cc1nc(COC(=O)CSc2ccccc2)cs1	-4	-2	-0.1	-19	10	13	15	8	-27	13	11
CCOc1ccc(Oc2ccc(C(F)(F)F)cc2NC(=O)C2=COCCO2)cc1	-4	6	-0.5	40	9	-9	-16	-3	8	-3	3
Cc1ccc(C)c(NC(=O)CC2Sc3ccccc3NC2=O)c1 (configuration not stated)	x	-6	0.0	-1	1	19	0	6	-14	3	-6
O=C(Cc1cccs1)NCCN1CCOCC1	4	14	0.9	-12	-6	12	1	-12	-5	1	-2
COc1ccc(CN(C)CC(=O)Nc2cccc3ccccc23)cc1F	3	-8	0.7	11	-3	6	14	4	12	-11	-2
Cc1ccc(C)c(S(=O)(=O)N2CCCOC2CNC(=O)C(=O)NCc2ccccc2)c1 (configuration not stated)	-1	7	-0.2	-36	16	-3	12	19	4	11	11
CCOc1ccccc1NC(=O)N1CCCC(c2nc(-c3ccc(C)o3)no2)C1 (configuration not stated)	5	-11	4.3	0	-5	-9	-5	-26	-39	-18	-29
O=C(NNS(=O)(=O)c1ccc2ccccc2c1)C1CCN(Cc2ccccc2)CC1	0	8	-1.5	1	-1	-4	10	-21	4	0	-11
CCN1CCN(C(c2cccnc2)c2c(NC(=O)c3ccco3)sc(C)c2C)CC1 (configuration not stated)	1	22	-0.5	-14	2	-3	55*	9	-11	-81	-2
O=C(NCCCn1ccnc1)/C(=C/c1cccs1)NC(=O)c1ccco1	1	2	1.6	-2	2	4	2	-19	-15	5	-3
O=S(=O)(c1ccc(Cl)cc1)N1CCN(C(=S)Nc2ccccc2F)CC1	-2	-3	0.0	8	7	-14	8	2	8	23	8
CCN1CCN(c2ccc(S(=O)(=O)N3CCCCC3)cc2NC(=O)/C=C/c2ccc([N+](=O)[O-])cc2)CC1	1	47	-0.3	-26	26	-20	76*	7	-36	87*	7
COc1nc(Oc2ccc(=O)n(C)n2)nc(N(C)C)n1	-1	-7	0.7	-3	-5	-4	6	2	1	11	9
Fc1ccc(Nc2nc(N3CCOCC3)c3ccccc3n2)cc1	1	-10	-1.9	4	3	-20	11	29	45	-4	4
CCOC(=O)C1=C(C)NC(SCC(N)=O)=C(C#N)C1c1cccs1 (configuration not stated)	2	-4	4.5	-2	-2	13	5	-21	2	10	-12
CCOC(=O)Cc1nc(-c2cccc(C(F)(F)F)c2)no1	1	-1	0.3	2	-1	11	11	6	-13	14	6
Cc1cc(C)nc(N2C(=O)CC(C(=O)O)NC2=NCCc2c[nH]c3ccccc23)n1 (configuration not stated)	1	5	-0.9	7	-4	-4	9	-10	-3	-2	-8
O=C(Nc1ccc(S(=O)(=O)NC2=NCCCCC2)cc1)c1cccc(S(=O)(=O)N2CCOCC2)c1	x	0	-2.1	30	-8	3	11	2	3	-3	2
CCOC(=O)C1CCN(S(=O)(=O)c2ccc3c(c2)CC(=O)N3)CC1	2	x	3.1	22	2	-9	4	-26	-4	7	5
Cc1ccc(C(=O)OCC(=O)c2ccc(CC(=O)N3CCOCC3)s2)c(C)c1	x	-7	0.2	-17	-2	-6	-58	-7	-5	-33	8
CC1CCN(S(=O)(=O)c2cn(CC(=O)Nc3ccc(C#N)cc3)cn2)CC1	-1	3	-0.1	-25	7	-8	-7	-5	10	14	-3
CC(=O)Nc1ccc2c(c1)-c1ccc(F)cc1C2	x	-10	-1.2	-46	5	10	-25	-10	-19	-39	-6
CCC(C)(C)n1nnnc1C(C(C)C)N1CCN(C)CC1 (configuration not stated)	1	1	-0.5	0	-12	12	-2	-11	-8	-11	-9
Cc1ccc(S(=O)(=O)c2ccc(Cl)cc2)cc1S(=O)(=O)N1CCN(C)CC1	-1	16	-0.1	2	-22	7	27	-2	-4	-7	-7
CCC(CC)C(=O)NCCc1ccc(F)cc1	1	9	-2.8	-16	-10	2	-1	-27	5	6	-1
CCOc1ccc(NC(=O)CN(C)C(=O)CCCNC(=O)c2ccc(Cl)cc2)cc1OCC	x	x	3.0	16	20	-9	-11	-15	-8	-22	5
COc1ccc2c(c1)CCCC21NC(=O)N(CC(=O)N2CC(C)OC(C)C2)C1=O (configuration not stated)	x	3	-0.1	-16	-2	3	-4	-6	1	-14	-4
COc1ccccc1NC(=O)CSC1CC(=O)N(c2ccc3c(c2)OCO3)C1=O (configuration not stated)	5	2	-1.9	-6	-9	7	-1	-1	-21	8	-6
OCC1OC(n2ccc3c2ncn2ncnc32)C(O)C1O (configuration not stated)	x	x	-1.1	68*	82*	-57*	35	57	9	54*	13
FC(F)(F)c1ccnc(Oc2ccc(C3=NCCS3)cc2)c1	-1	-96	-0.6	16	11	2	-329	-71	-183	-290	-11
Cc1ccc(COc2ccc(/C=N/O)cc2)cc1	0	-44	-0.8	-19	9	4	-281	-184	-123	-176	-31
CN(C)CCn1c2c(c(SCC(=O)Nc3nccs3)nc1=O)CCCC2	-3	1	0.6	18	-2	0	-15	11	5	6	-18
C[C@H](CO)N1C[C@H](C)[C@H](CN(C)S(=O)(=O)c2ccc(Oc3ccccc3)nc2)OCc2cnnn2CCCC1=O	x	x	1.6	-12	2	6	1	-25	16	12	-7

Ordered by length of the SMILES (highest first): part of the list above
SMILES	NR2E3 ag-1	TRPM1 prom inh	hiPSC survival	CF NFkB block	TRAIL sens C8	KKLEB cytotox	Peg3 prom inh	NR2E3 ag-2	Shn3 3UTR inh	HIF-2a block	LMP1 NFkB inh
CCOc1ccc(NC(=O)CN(C)C(=O)CCCNC(=O)c2ccc(Cl)cc2)cc1OCC	x	x	3.0	16	20	-9	-11	-15	-8	-22	5
Cc1ccc(C(=O)OCC(=O)c2ccc(CC(=O)N3CCOCC3)s2)c(C)c1	x	-7	0.2	-17	-2	-6	-58	-7	-5	-33	8
OCC1OC(n2ccc3c2ncn2ncnc32)C(O)C1O (configuration not stated)	x	x	-1.1	68*	82*	-57*	35	57	9	54*	13

Additional results follow:
SMILES	NR2E3 ag-1	TRPM1 prom inh	hiPSC survival	CF NFkB block	TRAIL sens C8	KKLEB cytotox	Peg3 prom inh	NR2E3 ag-2	Shn3 3UTR inh	HIF-2a block	LMP1 NFkB inh
Cc1ccc(NC(=O)CCC(=O)OCC(=O)c2ccc(Oc3ccc([N+](=O)[O-])cc3)cc2)cc1	0	0	0.9	-10	10	-14	-1	-20	14	14	-2
CC(=O)Nc1sc(N/N=C\c2ccco2)nc1-c1cccs1	-2	-18	2.4	1	14	-2	-99	-5	7	-68	-10
O=[N+]([O-])c1ccc(/C=N/NS(=O)(=O)c2ccc(Cl)cc2)o1	1	12	1.4	4	-7	9	17	8	-7	7	-21
O=C(NCCCCO)c1ccc2c3c(cccc13)CC2	2	-7	-0.3	2	-2	-6	-1	-12	-9	8	5
O=C(CCn1ccnc1)Nc1ccc2ccccc2c1	-5	5	-0.6	0	1	0	0	-30	5	6	-3
C=CCNC(=S)NNc1nc(N2CCCC2)nc(N2CCCC2)n1	-1	17	-0.1	-16	-2	4	22	-13	16	23	9
CN1C(=O)N(CC(=O)NCc2ccc(Cl)cc2Cl)C(=O)C12CCCCC2	1	-2	0.4	0	-3	4	2	13	1	10	3
CC(=O)Nc1ccc(S(=O)(=O)N2CCC(C(=O)NCc3cccnc3)CC2)cc1	0	-2	0.5	11	9	0	5	-2	-12	7	-2
O=C(Cc1ccc([N+](=O)[O-])cc1)Nc1cccc(C(F)(F)F)c1	-4	13	1.7	3	5	-4	24	-20	10	18	3
Cc1cccc(NC(=O)CN2C(=O)S/C(=C\C(=O)Nc3ccc(Cl)cc3)C2=O)c1	0	-2	-1.3	-2	-2	3	-11	23	3	11	16
Cc1cc(C)c(S(=O)(=O)N2CCN(C(=O)c3c(C)nn(-c4ccccc4)c3Cl)CC2)c(C)c1	x	6	0.4	13	20	-15	39	26	57	9	3
COc1ccc(C(CC(=O)O)NC(=O)Cc2ccccc2)cc1 (configuration not stated)	2	4	2.8	5	-1	15	6	-22	-13	14	-2
CCOc1ncccc1C(=O)OCC(=O)Nc1ccc(Cl)cn1	x	2	4.4	-6	1	12	5	-14	-20	8	-3
CCN=C1S/C(=C\c2cc(Br)ccc2OCC(=O)OCC)C(=O)N1CC	2	-13	-0.1	1	13	9	-1	-14	-29	12	23
C=CCC1(CC=C)CCCN1C(=O)c1cc(COc2cccc(C(F)(F)F)c2)on1	x	-12	-0.2	19	6	-12	13	46	68	15	8
O=C(N/C(=C\c1cccnc1)C(=O)N1CCOCC1)c1ccco1	-3	-8	-0.7	-9	-5	-7	1	-18	-5	22	-6
C=C(C)Cn1c(NCCC)nc2c1c(=O)n(C)c(=O)n2C	2	x	0.1	7	-9	-7	12	-6	11	16	0
Cc1cc(C)c(-c2cc(NC(=O)COC(=O)c3ccc(C#N)cc3)n(-c3ccccc3)n2)cc1C	-2	-8	-0.6	-6	-15	1	9	-35	-2	-13	11
